Screening results (PubChem)
HEK cytotox – kills HEK 293 cells; HEK 293 viability, ATP luminescence (CellTiter-Glo), 48-72 h; hit rate 6.6% among 94,000; Potency, µM (highest dose often 115 µM), for inactives: at the top dose activity change, negative = cytotoxicity, most hits filed as inhibitors; AID 1345083; also: potency is read from the fitted curve at half-maximal effect; nearly all actives have a fitted effect of over 60% in size
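Read-out: CellTiter-Glo ATP luminescence. Cells: HEK 293, 250 cells/well. Exposure: 48 or 72 hr, 37 degree Celsius.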
3T3 cytotox – cytotoxic compounds in NIH 3T3 cells; hit rate 4.3% among 94,000; NIH 3T3 viability, CellTiter-Glo ATP luminescence, 48-72 h; Potency, µM (series often up to 96.7 µM), for inactives: at the highest dose activity change, negative = cytotoxicity, usual class: inhibitors; AID 1345082; also: potency is read from the fitted curve at half-maximal effect; nearly all actives have a fitted effect of over 55% in size
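Luminescent ATP readout (CellTiter-Glo, 10 min RT) after 48 or 72 hr compound exposure of NIH 3T3 cells seeded at 400 cells/well in 1536-well format; quantitative HTS.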
SNCA expr inh – SNCA gene expression inhibition; HEK-293 SNCA-luciferase knock-in, luminescence, 24 h; AID 1671194; hit rate 0.17% among 140,000; Potency, µM (doses to about 57.2 µM), for inactives: at the top dose activity change, negative = inhibition, hits mostly inhibitors;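 also: potency is read from the fitted curve at half-maximal effect; plate controls were DMSO cells for no effect and cell-free wells for full effect; nearly all actives have a fitted effect of over 45% in size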
SNCA viab count – reduces viability of HEK-293 SNCA reporter cells; Potency, µM (top dose mostly 57.1 µM), inactives show top-dose activity change, negative = cytotoxicity, usual class: cytotoxic; HEK-293-SNCA-luc viability, GF-AFC fluorescence, 24 h; AID 1671193; hit rate 0.12% among 150,000;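 also: potency is read from the fitted curve at half-maximal effect; 0% = DMSO-treated cells and -100% = medium-only wells without cells; nearly all actives have a fitted effect of over 30% in size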
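Cytotoxicity counterscreen: after 24 h compound treatment of genome-edited SNCA-luciferase HEK-293 cells, live-cell protease substrate GF-AFC read by fluorescence after 30 min; activity scaled between DMSO (0%) and medium-only (-100%), curves Hill-fitted.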
Luciferase inh – Photinus pyralis luciferase inhibition | hit rate 2.5% among 76,000 | P08659 | purified P. pyralis luciferase, luminescence, biochemical | Potency, µM (titrated, usually from 115 µM), for the others: at the highest dose activity change, negative = inhibition, actives largely listed as inhibitors | AID 1347043; also: potency is read from the fitted curve at half-maximal effect; nearly all actives have a fitted effect of over 65% in size
Target sequence (P08659 whole entry, looked up): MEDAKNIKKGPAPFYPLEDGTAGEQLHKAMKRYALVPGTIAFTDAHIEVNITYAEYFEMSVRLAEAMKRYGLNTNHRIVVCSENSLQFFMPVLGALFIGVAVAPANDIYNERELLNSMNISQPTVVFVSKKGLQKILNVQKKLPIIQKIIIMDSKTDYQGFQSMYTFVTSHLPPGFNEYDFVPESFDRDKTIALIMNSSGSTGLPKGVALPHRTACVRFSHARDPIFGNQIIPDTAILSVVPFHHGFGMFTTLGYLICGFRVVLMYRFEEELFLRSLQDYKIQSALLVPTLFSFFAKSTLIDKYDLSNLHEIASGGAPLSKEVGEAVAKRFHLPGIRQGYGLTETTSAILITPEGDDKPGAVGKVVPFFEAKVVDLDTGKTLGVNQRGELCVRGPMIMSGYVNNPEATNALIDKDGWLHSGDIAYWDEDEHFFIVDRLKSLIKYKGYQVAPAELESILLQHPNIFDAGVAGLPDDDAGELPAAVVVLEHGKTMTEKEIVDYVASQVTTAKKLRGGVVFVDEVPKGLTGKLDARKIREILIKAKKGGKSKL
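Luminescence read by CCD imaging after purified firefly luciferase (10nM final) was added to substrate buffer holding 10uM D-luciferin and 10uM ATP, pH 7.5, pre-dosed with compound.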
IP6K1 inh – inhibitors of human IP6K1 | activity change, % (series mostly up to about 58 µM) | AID 1645851 | IP6K1 kinase, ADP-Glo luminescence, 2 h; stronger effect = lower value | Q92551 | hit rate 0.81% among 140,000; in the data active = activity change below about -25%
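ADP-Glo luminescence measures ADP made by human IP6K1 during a 2 h RT reaction with ATP/IP6 (mix at 1.3 mM/130 uM); top library doses 57.5 and 19.1 uM final.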
GPT2 inhibitor – GPT2 alanine aminotransferase inhibition; Q8TD30; Recombinant GPT2, coupled pyruvate oxidase/HRP Amplex Red fluorescence; Potency, µM (titrated, usually from 57.7 µM), inactives show at the highest dose activity change, negative = inhibition, most hits filed as inhibitors; hit rate 0.25% among 100,000; AID 1671188; also: potency is read from the fitted curve at half-maximal effect; nearly all actives have a fitted effect of over 60% in size; many of its hits are not listed in these tables
Target sequence (Q8TD30 whole entry, looked up): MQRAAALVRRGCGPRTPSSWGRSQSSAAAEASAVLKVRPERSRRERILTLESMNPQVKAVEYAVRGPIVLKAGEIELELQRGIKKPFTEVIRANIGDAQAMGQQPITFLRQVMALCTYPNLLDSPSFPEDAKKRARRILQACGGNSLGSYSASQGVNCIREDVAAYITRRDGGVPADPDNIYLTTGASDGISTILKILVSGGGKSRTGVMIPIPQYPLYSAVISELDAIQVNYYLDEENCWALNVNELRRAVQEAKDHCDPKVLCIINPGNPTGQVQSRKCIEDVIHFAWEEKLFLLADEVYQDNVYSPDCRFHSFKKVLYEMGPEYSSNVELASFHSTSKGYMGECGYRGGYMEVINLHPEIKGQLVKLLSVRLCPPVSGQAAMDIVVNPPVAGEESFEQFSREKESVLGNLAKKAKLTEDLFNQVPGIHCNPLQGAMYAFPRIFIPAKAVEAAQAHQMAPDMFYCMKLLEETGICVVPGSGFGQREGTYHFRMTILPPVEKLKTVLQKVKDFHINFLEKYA
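Recombinant GPT2 (10ng/uL) with 250uM a-KG and 2mM L-alanine, 30 min at room temperature, in HEPES pH 7.5 buffer. Pyruvate detected by pyruvate oxidase/HRP/Amplex Red fluorescence after 30 min in the dark; AOA (50uM) as positive control.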
An asterisk follows results filed as active; i = inactive; ? = inconclusive; nt = no result given; [ ] = another dose, or the depositor's remark. Unless noted, calls follow the shape of the dose curve; as a rule, active = well fitted curve in the direction sought with a large enough effect; inconclusive = small, poorly fitted or top-dose-only effect, or another doubt; inactive = no such curve, though single readings can be large; an effect the other way counts as inactive or inconclusive. Unless noted, % is scaled to controls: 0 for no effect and ±100 for the full control effect.

SMILES	HEK cytotox	3T3 cytotox	SNCA expr inh	SNCA viab count	Luciferase inh	IP6K1 inh	GPT2 inhibitor
Cc1ccc(Nc2ccnc(N3CCCC(C(=O)NCCc4ccccc4)C3)n2)cc1 (centres undefined)	?	28µM*	-17%	-9%[12.5 µM]	nt	-2	i
Cc1nn(-c2ccc(C(F)(F)F)cc2)c(C)c1[C@@H]1C=C[C@@H](NC(=O)Nc2cccc(C#N)c2)C1	?	25µM*	0%	?	7.1µM*	-10	-12%
CN(C)C[C@@H]1CN(c2ccncn2)C[C@H]1NC(=O)CC1CCCCC1	-13%	-10%	8%	-14%	-11%	-4	i
CCCC1CN(C(=O)OC(C)(C)C)CCN1 (centres undefined)	i	i	2%[87.6 µM]	1%[87.6 µM]	nt	-9	-19%[88.5 µM]
CC1=C(C(=O)Nc2ccc(C)cc2C)C(c2ccc(Br)cc2)n2ncc(C(=O)Nc3cccc(C)c3)c2N1 (centres undefined)	nt	nt	1%	4%	nt	2	nt
CC1CNCCN1S(=O)(=O)c1cccc2cnccc12 (centres undefined)	nt	nt	-26%	-16%	nt	nt	-1%
Cn1cc(CN2C[C@@H](F)[C@@H](OCc3nc4ccccc4o3)C2)c2ccccc21	?	?	2%[87.6 µM]	-8%[87.6 µM]	5%[172 µM]	-10	-3%[88.5 µM]
O=C(c1cccc(Cl)c1)N1CCN(c2ccc3nnc(C4CC4)n3n2)CC1	?	?	nt	nt	nt	-2	nt
CCc1ccc(NCc2cc3ccc(OC)cc3n(CC(=O)Nc3ccc(C)c(Cl)c3)c2=O)cc1	nt	nt	26%	11%	nt	-5	nt
Cc1ccc(-n2c(CCC(=O)O)ccc2-c2cccs2)cc1C	nt	nt	26%	16%	nt	12	nt
CCOc1cn(-c2ccc(F)cc2C)nc1C(=O)Nc1ccc(Oc2ccnc3cc(OC)c(OC)cc23)c(F)c1	nt	nt	nt	-24%	nt	9	i
CCN1C(=O)N(C2Cc3ccccc3C2)C(=O)C12CCN(Cc1cnc(-c3ccccc3)s1)CC2	-5%	i	48%[activator]	1%	1%	-3	-11%
COc1cccc(C(=O)NC(C(=O)N2CCCCC2)C2CCN(C(=O)c3cccc(F)c3)CC2)c1 (centres undefined)	-10%	-24%	9%	-9%	5%	8	i
COc1ccccc1-c1noc(-c2nnn3c2COC(c2ccc(Cl)cc2)C3)n1 (centres undefined)	?	-2%	-26%	-10%	-9%	-1	i
COc1ccc(S(=O)(=O)N2C[C@@H]3C[C@H](C2)c2ccc(-c4ccc(OC(F)(F)F)cc4)c(=O)n2C3)cc1	-16%	-8%	-10%	0%	-7%	-3	2%
O=C(Nc1ccccc1)N1CCCN(CCn2nc3n(c2=O)CCCC3)CC1	-3%	-21%	nt	nt	nt	20	nt
Cc1nn(-c2ccccc2)c2c1C(C1CC1)N(C1CCN(Cc3ccccc3C(F)(F)F)CC1)C2=O (centres undefined)	-17%	-15%	nt	nt	nt	-8	nt
O=C(CCCc1c[nH]c2ccccc12)N1CCc2nc3cc(-c4ccccc4)[nH]n3c(=O)c2C1	-24%	?	?	7%	0%	0	-9%
CCc1ccc(NC(=O)CN2C(=O)CC(c3ccccc3)Sc3ccccc32)cc1 (centres undefined)	nt	nt	-17%	18%	nt	-21	nt
CCN(CC)CCCNC(=O)Cc1csc2nc(-c3ccc(Cl)cc3)cn12	nt	nt	45%[activator]	-3%	nt	-10	nt
CC(C)NC(=O)N1CCN2C(=O)c3cc(-c4ccc5c(c4)OCO5)ccc3NC(=O)[C@H]2C1	?	-7%	-23%	-2%	-3%	-12	i
O=C(NC1CC1)C1CCCN(c2nc3ncccc3o2)C1 (centres undefined)	-2%[172 µM]	-6%[138 µM]	44%[activator][87.6 µM]	14%[87.6 µM]	-2%[172 µM]	0	3%[88.5 µM]
COc1ccc2c(c1)c1c(c(=O)n(-c3ccccc3C)c(=O)n1Cc1cccc(C(F)(F)F)c1)n2C	nt	nt	-14%	-1%	nt	3	nt
CC1(C)CC(NC(=O)Cn2nc3c(cc2=O)CCCCC3)CCO1 (centres undefined)	5%	3%	14%	1%	8%	-4	2%
COc1ccccc1CC(=O)NCc1nnc2ccc(-c3ccc(C)c(C)c3)nn12	1%	i	-20%	-17%	7%	1	i

Among those listed so far, 4 contain a Cl atom.
SMILES	HEK cytotox	3T3 cytotox	SNCA expr inh	SNCA viab count	Luciferase inh	IP6K1 inh	GPT2 inhibitor
O=C(c1cccc(Cl)c1)N1CCN(c2ccc3nnc(C4CC4)n3n2)CC1	?	?	nt	nt	nt	-2	nt
CCc1ccc(NCc2cc3ccc(OC)cc3n(CC(=O)Nc3ccc(C)c(Cl)c3)c2=O)cc1	nt	nt	26%	11%	nt	-5	nt
COc1ccccc1-c1noc(-c2nnn3c2COC(c2ccc(Cl)cc2)C3)n1 (centres undefined)	?	-2%	-26%	-10%	-9%	-1	i
CCN(CC)CCCNC(=O)Cc1csc2nc(-c3ccc(Cl)cc3)cn12	nt	nt	45%[activator]	-3%	nt	-10	nt

Continuation.
SMILES	HEK cytotox	3T3 cytotox	SNCA expr inh	SNCA viab count	Luciferase inh	IP6K1 inh	GPT2 inhibitor
CS(=O)(=O)c1ccc(CN2C[C@@H]3OCC(=O)N(Cc4ccc(F)cc4)[C@@H]3C2)cc1	?	-23%[174 µM]	-7%[87.6 µM]	-1%[87.6 µM]	-1%[172 µM]	-12	-4%[88.5 µM]
O=C(NCc1cccs1)C1CCCN1C(=O)c1cccc(-c2cccnc2)c1 (centres undefined)	-26%	-12%	nt	nt	nt	-3	nt
Cc1ccc(C(=O)N2CCC(n3cc(-c4nc(C(C)C)no4)nn3)CC2)cc1	?	-15%	6%	-1%	21%	0	i
NC(=O)[C@H](Cc1cccs1)NC(=O)[C@@]1(O)C[C@@H](O)[C@H](O)[C@@H](NC(=O)Nc2ccc(OC(F)(F)F)cc2)C1	-10%	-13%	-4%	1%	-14%	4	i
CCOc1ccccc1NC(=O)Cn1cc(C(=O)c2ccc(Cl)cc2)c(=O)c2ccc(C)nc21	nt	nt	0%	-2%	nt	-4	nt
Cc1ccc(NC(=O)Cn2c(=O)n(CC3CCC(C(=O)NC(C)C)CC3)c(=O)c3sccc32)cc1 (centres undefined)	nt	nt	13%	-1%	nt	-10	nt
CN(Cc1cccnc1)Cc1nc(C2(O)CCN(C(=O)c3ccc(F)cc3)CC2)cs1	?	-21%	-27%	-1%	10%	18	i
CC(C)CNC(=O)N1CCC(c2noc(C3CC3)n2)C1 (centres undefined)	-3%	5%	-5%	-4%	9%	0	i
COc1ccc(C(=O)N2CC[C@@H]3COCCN(C)[C@@H]3C2)c(OC)c1	?	1%	248%[activator]	3%	22µM*	6	i
COc1ccc(C2Cn3nnc(C(=O)N4CCN(C(=O)c5ccccc5)CC4)c3CO2)cc1 (centres undefined)	?	-13%	?	-2%	-3%	-9	i
Cc1nc2cccnc2n1CC1CCCN(S(=O)(=O)c2ccc(F)c(Cl)c2)C1 (centres undefined)	?	?	?	-17%	-5%	8	i
COc1ccc(CN2CC3(CCN(C(=O)CCc4ccccc4)CC3)C2=O)cc1	?	-23%	1%	8%	nt	-8	-7%
CSc1ncccc1C(=O)NC1CC(=O)N(CC2CCCCC2)C1 (centres undefined)	2%	-6%	1%	-2%	-9%	7	-5%
COc1ccccc1NC(=O)c1ccc2[nH]c(C)cc(=O)c2c1	nt	nt	9%	-8%	nt	-4	nt
O[C@@H]1CO[C@H]2[C@@H]1OC[C@@H]2n1nnnc1SCc1ccco1	-16%[172 µM]	-22%[174 µM]	4%[87.6 µM]	1%[87.6 µM]	-1%[172 µM]	-4	2%[88.5 µM]
CCOc1cccc(CNC(=O)[C@H]2CCC[C@H]2NC(=O)c2ccc(OC)nc2)c1	i	i	-9%	-7%	1%	2	3%
COC(=O)NC(C)c1nc(-c2cccnn2)no1 (centres undefined)	-7%	0%	?	-7%	13%	-7	i
CCCc1nn(-c2cccc(C)c2)c(=O)n1CC(=O)NCc1ccc(C)o1	?	?	-3%	-8%	-3%	6	-4%
COc1ccc(-c2noc([C@@H](C)NS(=O)(=O)c3ccccc3)c2C(=O)O)cc1	i	i	2%[87.6 µM]	8%[87.6 µM]	1%[172 µM]	6	-7%[88.5 µM]
Cc1ccn2c(C(=O)N3CCn4nc(CCC(=O)NC(C)C)cc4C3)nnc2n1	0%	-19%	-1%	2%	9%	4	3%
COc1ccc(NC(=O)C2CCCN(S(=O)(=O)c3ccc4c(c3)CCCN4C(C)=O)C2)cc1 (centres undefined)	nt	nt	24%	5%	nt	10	nt
CCC(=O)N1CCc2cc(S(=O)(=O)NCCC(=O)NCc3ccc(OC)cc3)ccc21	nt	nt	8%	17%	nt	13	nt
O=C(COCc1cc(-c2cccs2)on1)NCc1ccc(Cl)cc1	nt	nt	11%	1%	nt	0	nt
CCOCCN1C(=O)COC[C@@H]1[C@H](O)c1ccc(NC(=O)Cc2ccccc2)cc1	1%[172 µM]	-19%[138 µM]	-13%[87.6 µM]	4%[87.6 µM]	-12%[172 µM]	-15	1%[88.5 µM]
CC(=O)N1CCCC2(C1)C(=NC1CCCCC1)NC(=O)N2c1cccnc1 (centres undefined)	-14%	-12%	-10%	3%	-12%	-1	-39%
More results
SMILES	HEK cytotox	3T3 cytotox	SNCA expr inh	SNCA viab count	Luciferase inh	IP6K1 inh	GPT2 inhibitor
COc1ccc(NC(=O)CSc2cn(CC(=O)N3CCCCC3)c3ccccc23)c(OC)c1	nt	nt	21%	?	nt	18	nt
CCCc1nn2c(=O)cc(COC(=O)c3ccc(NC(=O)COc4ccccc4F)cc3)nc2s1	nt	nt	5%	4%	nt	25	nt
CCCNC(=O)C1CCN(c2ncnc3c2nc2n3CCCCC2)CC1	nt	nt	2%	-3%	nt	4	nt
COc1cccc(NC(=O)Cn2c(-c3cccc(Cl)c3)nc(C)c(CCO)c2=O)c1	79µM*	?	?	-25%	-3%	-3	3%
CC(C)CN(Cc1cccnc1)C1CN(S(=O)(=O)Cc2ccccc2F)C1	?	-27%	1%	-6%	0%	5	-8%
C=CCCC(CN1CCSCC1)Oc1ncc(C)c(N(C)C)n1 (centres undefined)	?	?	-9%	-13%	-9%	10	-45%
O=C(CN1CCN(c2ncccn2)[C@@H]2CS(=O)(=O)C[C@@H]21)NCc1ccco1	?	0%	-12%	6%	-9%	-3	3%
Cc1cccc(-c2nn(C(=S)Nc3ccccc3)cc2-c2ccnc3ccccc23)n1	nt	nt	2%	-1%	nt	nt	i
CC1=C[C@@H](CNC(=O)c2ccccc2)[C@H](C(C)C)C[C@H]1CC(=O)N1CCCC1	?	?	8%[87.6 µM]	?	5%[172 µM]	11	0%[88.5 µM]
COc1ccc(OCc2nc(C(=O)N3CCCC(C)(CO)C3)co2)cc1 (centres undefined)	-25%	-10%	98%[activator]	6%	-17%	9	-6%
CNc1ccc(C(=O)NCCCc2c(C)noc2C)cn1	-8%	-11%	-3%	10%	0%	13	i

Some of the compounds tested. The share of hits here may be higher or lower than overall.
